High-throughput results as filed in PubChem.
PTHR1 ag = PTHR1 (human) receptor agonism; Potency, µM (top dose mostly 115 µM), for the others: at the highest dose activation, most hits filed as activators; AID 743266; Q03431; HEK293 GP2 PTHR1 cells, GloSensor cAMP luminescence, 1 h; 0.075% of 410,000 active; also: potency is read from the fitted curve at half-maximal effect; nearly all actives have a fitted effect of over 55% in size; some results filed as inactive show a strong effect at the top dose; inactives centre near -15; many of its hits are not listed in these tables
Target sequence (Q03431 whole entry, looked up): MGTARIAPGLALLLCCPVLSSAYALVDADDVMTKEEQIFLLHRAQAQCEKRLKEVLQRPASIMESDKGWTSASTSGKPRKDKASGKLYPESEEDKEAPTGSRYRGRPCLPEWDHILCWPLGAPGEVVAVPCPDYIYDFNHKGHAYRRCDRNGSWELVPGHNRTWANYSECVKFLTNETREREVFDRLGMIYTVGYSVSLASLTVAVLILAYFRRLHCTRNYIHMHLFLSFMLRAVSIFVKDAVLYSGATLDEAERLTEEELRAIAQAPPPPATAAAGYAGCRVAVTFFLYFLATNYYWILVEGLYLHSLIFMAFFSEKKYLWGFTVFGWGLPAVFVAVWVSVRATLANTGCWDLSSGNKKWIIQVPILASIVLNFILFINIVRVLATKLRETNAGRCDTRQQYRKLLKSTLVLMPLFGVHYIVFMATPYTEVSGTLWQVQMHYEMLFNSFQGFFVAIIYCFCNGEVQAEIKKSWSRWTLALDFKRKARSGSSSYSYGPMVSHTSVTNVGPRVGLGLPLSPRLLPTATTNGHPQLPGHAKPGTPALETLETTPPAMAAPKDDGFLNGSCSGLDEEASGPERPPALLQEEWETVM
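HEK-293-derived GP2 cells expressing PTHR1 and a GloSensor cAMP reporter, 3,000/well, plated overnight, given luciferin plus IBMX (each 0.5 mM as added) for 1 h at 37 °C, then compound for 1 h at 37 °C. Luminescence was read after 15 min at room temperature.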
GLP1R ag = agonists of human GLP-1 receptor. P43220. Potency, µM (doses to about 45.6 µM), without a hit: at the highest dose activation, most hits filed as activators. 0.007% of 380,000 active. HEK293 GLP-1R CRE-luciferase, luminescence, 4-6 h; cells express a hypersensitive GLP-1R form; also: potency is read from the fitted curve at half-maximal effect; % of control where 0% means no effect
Target sequence (P43220 whole entry, looked up): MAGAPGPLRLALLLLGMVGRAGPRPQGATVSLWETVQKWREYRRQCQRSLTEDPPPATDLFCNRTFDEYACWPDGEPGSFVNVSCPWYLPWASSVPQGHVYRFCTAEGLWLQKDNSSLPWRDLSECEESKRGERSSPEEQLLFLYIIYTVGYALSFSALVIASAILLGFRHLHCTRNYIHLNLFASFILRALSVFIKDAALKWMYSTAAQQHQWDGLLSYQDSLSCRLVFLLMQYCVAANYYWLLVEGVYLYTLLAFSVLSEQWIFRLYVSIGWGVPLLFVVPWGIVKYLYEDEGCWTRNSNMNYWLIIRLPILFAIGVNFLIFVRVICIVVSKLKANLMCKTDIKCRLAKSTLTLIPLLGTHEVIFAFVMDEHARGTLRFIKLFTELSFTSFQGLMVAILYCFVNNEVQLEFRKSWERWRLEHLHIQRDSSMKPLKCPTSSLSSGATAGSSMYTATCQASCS
EPAC1 antag = blocks human EPAC1 exchange factor. O95398. EPAC1 GEF assay, Rap1b-BODIPY-GDP exchange fluorescence. Potency, µM (titrated, usually from 115 µM), for inactives: at the highest dose activity change, negative = inhibition, actives largely listed as inhibitors. 0.14% of 360,000 active. AID 720709;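 also: potency is read from the fitted curve at half-maximal effect; plate controls were vehicle for no effect and positive control for full effect; nearly all actives have a fitted effect of over 50% in size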
PI5P4Ka inh = PI5P4K alpha (human) kinase inhibition; P48426; 1.2% of 330,000 active; PI5P4Kalpha enzyme, ADP-Glo luminescence, 60 min; hits give low values; max response, %; AID 652105; active = max response of -50% or lower; inconclusive = between -30% and -50%; inactive = -30% or higher; also: value at the top dose of about 77 µM; % is scaled to controls: 0 for no effect and ±100 for the full control effect
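Single end-point luminescence (ADP-Glo) quantified ADP from PI5P4Kalpha turnover; ATP 5 microM final, 1 h at RT, 0.1% CHAPS and 0.28 mM EGTA in HEPES pH 7.4.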
PLK1 PBD block = inhibitors of human PLK1 polo-box domain binding; P53350; Plk1 PBD binding of FITC phosphopeptide, fluorescence polarization; Potency, µM, inactives show max response, negative = inhibition, hits mostly inhibitors; 2.8% of 360,000 active; AID 720504; also: potency is read from the fitted curve at half-maximal effect; series mostly up to about 57 µM; % is scaled to controls: 0 for no effect and ±100 for the full control effect; nearly all actives have a fitted effect of over 65% in size
IL2 activator = activates IL-2 in a cell-based reporter assay; IL-2 activation reporter assay, cell-based qHTS; stimulated with anti-CD3/CD4/CD28 beads; in transgenic mouse T cells; 0.065% of 360,000 active; activation, % (series mostly up to about 46 µM); in the data active = activation above about 50%; inconclusive = mostly about 30% to 49%; also: 0% is about no effect
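Unstimulated transgenic mouse T cells, 750 per well, received compound and, after 60 minutes, anti-CD3/anti-CD4 bead plus anti-CD28 stimulation. EGFP and DsRed were quantified after 18 hours.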
EPAC1 ag = EPAC1 (human) agonism | 0.073% of 360,000 active | Potency, µM (titrated, usually from 154 µM), inactives show top-dose activation, actives largely listed as activators | EPAC1 agonist qHTS, biochemical assay; response scale: 100% = response to 6.5 mM cAMP; also: potency is read from the fitted curve at half-maximal effect; nearly all actives have a fitted effect of over 60% in size
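EPAC1 100 nM, Rap1B–BODIPY-GDP 250 nM, unlabeled GDP 50 uM; compound titration; 5 min RT; kinetic read ex480/em540 at 5-min intervals ×30 min; data normalized to 6.5 mM cAMP agonist control.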
GLP-1R inv ag = acts as inverse agonist at human GLP-1 receptor. Potency, µM (top dose mostly 38.3 µM), inactives show top-dose activity change, negative = inhibition, actives largely listed as inhibitors. 1.6% of 410,000 active. P43220. HEK293 GLP-1R CRE-luciferase, luminescence, 24 h; GLP-1R form is constitutively active; also: potency is read from the fitted curve at half-maximal effect; % is scaled to controls: 0 for no effect and ±100 for the full control effect; nearly all actives have a fitted effect of over 55% in size
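GLP-1R inverse agonism mode: basal reporter luminescence in engineered HEK293 cells measured after one day of compound exposure at 37 deg C, with a 12 min room-temperature detection step.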
HEK293 tox = cytotoxic in the GLP-1 receptor inverse agonist counter-screen | HEK293 cAMP-luciferase reporter cells, luminescence, 24 h | Potency, µM (highest dose often 38.3 µM), for the others: top-dose activity change, negative = inhibition, hits mostly inhibitors | 0.13% of 410,000 active;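 also: loss of luciferase light is scored as toxicity; potency is read from the fitted curve at half-maximal effect; % is scaled to controls: 0 for no effect and ±100 for the full control effect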
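Luminescence readout: signal drop marks cytotoxicity. Plated cells grew 12 h at 37 °C, 5% CO2, received 23 nL compound for 24 h, then got luciferase reagent, read after 12 min at RT.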
Numbers without * were called inactive; i = inactive; ? = inconclusive; . = no result given; [ ] = remark or other dose. Unless noted, calls follow the shape of the dose curve; as a rule, active = well fitted curve in the direction sought with a large enough effect; inconclusive = small, poorly fitted or top-dose-only effect, or another doubt; inactive = no such curve, though single readings can be large; an effect the other way counts as inactive or inconclusive. A portion of the library. The share of hits here may be higher or lower than overall.

nr	canonical_smiles	PTHR1 ag	GLP1R ag	EPAC1 antag	PI5P4Ka inh	PLK1 PBD block
1	CC(=O)NCC(=O)NC1CC(C)(C)Cc2c1cnn2-c1ccccc1 (stereo not drawn)	i	-1%	8%	2	1%
2	CSCSC1=C(C#N)C(c2ccccc2Cl)C(C(C)=O)=C(C)N1 (stereo not drawn)	?	13%	-8%	.	-20%
3	Cc1ccc(-n2nnnc2-c2cccnc2)cc1	i	15%	2%	2	2%
4	COc1ccc(NC(=O)c2cccc(N3C(=O)C4C5CCC(C5)C4C3=O)c2)cc1 (stereo not drawn)	-31%[inhibitor]	2%	1%	-2	3%
5	CCc1nc(SCC(=O)NCc2ccco2)c2c3c(sc2n1)CCCC3	0%	10%	-13%	4	-10%
6	NNC(=S)Nc1ccc(S(=O)(=O)N2CCOCC2)cc1	i	2%	-17%	?	?
7	COc1ccc(C2CC2/C(C)=N/OC(=O)c2ccc(F)cc2)cc1 (stereo not drawn)	-31%[inhibitor]	-9%	12%	7	5%
8	COc1ccc(S(=O)(=O)N2CCC(C(=O)NCc3cccc(OC)c3)CC2)cc1	-1%[57.5 µM]	-5%	8%	1	-2%

nr	IL2 activator	EPAC1 ag	GLP-1R inv ag	HEK293 tox
1	0.0	1%	-1%	-5%
2	-2.4	14%	-3%	16%
3	0.2	-6%	13%	3%
4	0.0	15%	-27%	4%
5	3.6	-8%	-4%	-3%
6	-1.4	17%	6%	-8%
7	-3.1	1%	6%	-15%
8	-2.4	6%	7%	-12%

Following part
nr	canonical_smiles	PTHR1 ag	GLP1R ag	EPAC1 antag	PI5P4Ka inh	PLK1 PBD block
9	Cc1ccccc1-c1cccc([C@@H]2C[C@H]3[C@H](CON3C)CN2C(=O)CCc2ccccc2)c1	-24%	15%	4%	5	-1%
10	O=C(O)CNC(=O)c1ccc2c(c1)OCCO2	-1%[57.5 µM]	-8%	11%	.	-2%
11	CN(C(=O)c1ccc(NC(=O)Cc2cccc([N+](=O)[O-])c2)cc1)C1CC1	i	0%	21%	5	-1%
12	CC1CCN(CCNC(=O)C2CCN(S(=O)(=O)c3cccc4nsnc34)CC2)CC1	?	-3%	9%	-1	-9%
13	Cc1nn(C)c(C)c1CNC(=O)Nc1ccc2c(c1)OCO2	i	0%	20%	1	9%
14	CCN(CC)C(=O)c1ccc(-c2nnc(Nc3cccc(O)c3)c3ccccc23)cc1	-25%	9%	-10%	0	-6%
15	COC(=O)[C@H](CC(C)C)N(Cc1ccccc1)S(=O)(=O)N(Cc1ccc(OC)cc1)[C@@H](CC(C)C)C(=O)OC	-7%	0%	-19%	6	1%
16	CC1CCN(C(=O)C2CCCN(S(=O)(=O)c3cccc4nsnc34)C2)CC1 (stereo not drawn)	-22%	-2%	4%	2	0%

nr	IL2 activator	EPAC1 ag	GLP-1R inv ag	HEK293 tox
9	-0.2	2%	?	0%
10	3.4	-6%	12%	1%
11	0.2	6%	17%	3%
12	-4.9	0%	0%	-5%
13	2.0	-8%	1%[7.66 µM]	8%[7.66 µM]
14	-1.8	1%	-25%	-20%
15	-0.3	-13%	?	4%
16	-2.9	1%	6%	-11%

(further entries)
nr	canonical_smiles	PTHR1 ag	GLP1R ag	EPAC1 antag	PI5P4Ka inh	PLK1 PBD block
17	COCCNC(=O)c1c[nH]c2ccc(S(=O)(=O)N3CCOCC3)cc2c1=O	i	-2%	10%	2	-3%
18	CCCc1cc(=O)c2c(O)ccc(OC)c2o1	i	10%	4%	0	3%
19	Cc1nc([N+](=O)[O-])c(Br)n1Cc1ccc(Cl)c(Cl)c1	-54%[inhibitor]	1%	?	-14	?
20	Clc1ccc(Nc2nc(C3CC3)cs2)cc1	-21%	24%	-10%	0	-16%
21	CC1(C(=O)NS(=O)(=O)C2CC2)CCCN(C(=O)c2ccc(F)cc2Cl)C1 (stereo not drawn)	1%	-5%	-13%	1	-7%
22	COc1ccc(Cl)cc1NC(=O)COC(C)=O	-17%	-1%	11%	1	-1%
23	O=c1cc(-c2ccccc2)c2ccccc2[nH]1	i	1%	-1%	-2	-2%
24	CC1(c2ccc(Cl)cc2)NC(=O)N(CN2CCOCC2)C1=O (stereo not drawn)	-2%	7%	-12%	2	0%

nr	IL2 activator	EPAC1 ag	GLP-1R inv ag	HEK293 tox
17	-5.0	-9%	5%	5%
18	1.3	-5%	56%[activator]	8%
19	-1.0	-5%	10µM*	10µM*
20	-2.0	-6%	?	0%
21	-0.6	-11%	14%	-4%
22	-1.7	-13%	3%	6%
23	0.2	3%	44%[activator]	-17%
24	-2.0	-5%	6%	7%

Next records.
nr	canonical_smiles	PTHR1 ag	GLP1R ag	EPAC1 antag	PI5P4Ka inh	PLK1 PBD block
25	Cn1c(=O)n(CCc2ccccc2)c(=O)c2c1ncn2Cc1ccccc1	7%[57.5 µM]	2%	-2%	.	-10%
26	COc1cn(-c2ccccc2)nc1C(=O)Nc1ccc(C)cc1	-21%	17%	-27%	-1	-6%
27	COc1cccc(CC2(CO)CCCN(Cc3ccc(CO)o3)C2)c1 (stereo not drawn)	i	2%	-5%	1	-7%
28	Cc1ccccc1C(OCCN(C(C)C)C(C)C)c1ccccc1 (stereo not drawn)	-15%	6%	-8%	6	-6%
29	CN1CCN(C(=O)C2=C[C@H](c3csc4ccccc34)C[C@H](OCCCCO)O2)CC1	-16%	5%	3%	14	6%
30	CCOC(=O)c1cccc(NC(=O)C(C)N2C(=O)c3ccccc3C2=O)c1 (stereo not drawn)	-10%	-10%	-13%	-12	?
31	Cc1nc2sccn2c(=O)c1S(=O)(=O)NCCc1ccc(Cl)cc1	-17%	-2%	16%	-1	1%
32	CC(NC(=O)c1ccccc1F)c1nnc(SCC(=O)NC2CCCCC2)n1C (stereo not drawn)	-11%	12%	6%	-5	1%

nr	IL2 activator	EPAC1 ag	GLP-1R inv ag	HEK293 tox
25	-0.9	5%	-10%	-2%
26	-1.6	-2%	?	-49%
27	-0.7	3%	-13%	13%
28	-1.2	1%	?	-10%
29	0.6	-17%	-5%	0%
30	-0.4	-6%	15%	-2%
31	-3.1	-6%	-5%	-1%
32	0.6	2%	2%	-7%

Part of the list above in order of heavy-atom count, rising:
nr	canonical_smiles	PTHR1 ag	GLP1R ag	EPAC1 antag	PI5P4Ka inh	PLK1 PBD block
26	COc1cn(-c2ccccc2)nc1C(=O)Nc1ccc(C)cc1	-21%	17%	-27%	-1	-6%
32	CC(NC(=O)c1ccccc1F)c1nnc(SCC(=O)NC2CCCCC2)n1C (stereo not drawn)	-11%	12%	6%	-5	1%
29	CN1CCN(C(=O)C2=C[C@H](c3csc4ccccc34)C[C@H](OCCCCO)O2)CC1	-16%	5%	3%	14	6%

nr	IL2 activator	EPAC1 ag	GLP-1R inv ag	HEK293 tox
26	-1.6	-2%	?	-49%
32	0.6	2%	2%	-7%
29	0.6	-17%	-5%	0%

Further compounds follow.
nr	canonical_smiles	PTHR1 ag	GLP1R ag	EPAC1 antag	PI5P4Ka inh	PLK1 PBD block
33	CC1=C(C(=O)N2CCOCC2)CC(CC(=O)NCc2cccs2)C(=O)N1CCC1=CCCCC1 (stereo not drawn)	-24%	3%	8%	-12	-4%
34	CCCCOc1ccc(C(=O)Nc2ccc(OCC(=O)N3CCOCC3)cc2)cc1	-9%	0%	3%	-4	-2%
35	Cc1ccccc1N=Cc1c(O)n(-c2nccs2)c(=O)c2ccccc12	-47%[inhibitor]	2%	-15%	6	-5%
36	C/C=C/Cn1c(SC)nc2c1c(=O)[nH]c(=O)n2C	i	10%	-19%	-11	27µM*
37	CCCNC(=O)C(Cc1ccc(Cl)cc1)NC(=O)c1ccc(C#N)cc1 (stereo not drawn)	-23%	16%	6%	3	-5%
38	CCOc1ccc(-c2nnc3ccc(SC(C)C)nn23)cc1	-24%	4%	-18%	5	2%
39	Cc1cc(C)nc(N2N=C(c3ccccc3)CC2=O)n1	-21%	-2%	-6%	-2	0%
40	COc1ccccc1CNC(=O)C1CCCCN1S(=O)(=O)c1ccccc1 (stereo not drawn)	-11%	15%	8%	5	-3%

nr	IL2 activator	EPAC1 ag	GLP-1R inv ag	HEK293 tox
33	-3.1	-20%	15%	-2%
34	-3.1	-2%	-14%	8%
35	1.8	5%	?	-13%
36	-2.2	0%	128%[activator]	3%
37	0.7	-5%	-4%	-20%
38	-1.1	-10%	36%[activator]	?
39	-0.2	0%	16%	-7%
40	-0.6	5%	-55%	-16%

(listing goes on)
nr	canonical_smiles	PTHR1 ag	GLP1R ag	EPAC1 antag	PI5P4Ka inh	PLK1 PBD block
41	S=C(Nc1ccc(Cl)cc1)c1nc2ccccc2[nH]1	-34%[inhibitor]	-16%	-4%	-3	5%
42	CCOC(=O)C(NCCc1ccccc1F)(NC(C)=O)C(F)(F)F (stereo not drawn)	i	0%	7%	2	5%
43	CCCCCCCCN1C(=O)[C@H](CC(=O)NCc2cccc(C(F)(F)F)c2)C[C@@]2(C(=O)OCC)CCCC=C12	-5%	-3%	-19%	23	3%
44	C=CCNC(=O)Cn1c(=O)c2c(ncn2CCC(C)C)n(Cc2ccccc2)c1=O	i	0%	-24%	5	-4%
45	Cc1ccccc1/C=C1\Oc2ccccc2C1=O	-39%[inhibitor]	19%	-2%	25	5%
46	CCCCCCn1c(SCCC)nc2c1c(=O)[nH]c(=O)n2C	i	7%	2%	-2	-16%
47	CC1(C(=O)NCc2ccco2)Cc2c(-c3ccc(C(N)=O)cc3)ccnc2O1 (stereo not drawn)	i	-3%	1%	7	2%

nr	IL2 activator	EPAC1 ag	GLP-1R inv ag	HEK293 tox
41	0.0	-6%	?	?
42	0.6	-7%	2%	-6%
43	-0.5	-22%	?	0%
44	-2.3	-2%	-5%	2%
45	-0.1	-11%	?	6%
46	-1.5	-1%	43%	18%
47	0.2	3%	?	?

GLP-1R inv ag: what is marked active above.
| No. | Compound | PTHR1 ag | GLP1R ag | EPAC1 antag | PI5P4Ka inh | PLK1 PBD block | IL2 activator | GLP-1R inv ag |
| --- | --- | --- | --- | --- | --- | --- | --- | --- |
| 19 | Cc1nc([N+](=O)[O-])c(Br)n1Cc1ccc(Cl)c(Cl)c1 | -54%[inhibitor] | 1% | ? | -14 | ? | -1.0 | 10µM* |
